From PubChem BioAssay
HSP90 inh: HSP90 refolding inhibition in rabbit reticulocyte lysate | luciferase refolding luminescence, 3 h | inhibition, % at 5.6 µM | 290,000 compounds, 0.91% hits | AID 1789;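 active means inhibition above the screen-wide mean plus 3 SD, computed separately per campaign, cut at about 16% in these data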;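 further: 0% = DMSO wells and 100% = 60 µM geldanamycin wells; inhibitors lower the luminescence because luciferase stays unfolded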
HSF-1 act: increases HSF-1 driven luciferase reporter signal; AID 504408; activation, % at 9 µM; NIH3T3-HGL HSF-1 luciferase reporter, MG132, 8 h; 100% = twice DMSO control signal; 300,000 compounds, 1.7% hits;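 active means mean replicate activation of at least 50% with a set share of replicates each reaching 50%; inconclusive means only one of those two conditions met; inactive means mean below 50% and too few replicates reaching it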;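 further: 0% = median of the neutral control wells and 100% = twice that signal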
AI-2 QS modul: modulates the Vibrio harveyi AI-2 quorum sensing system | Vibrio harveyi JMH597 AI-2 luminescence/OD600 ratio, 9 h; active compounds read low; strain lacks LuxN and CqsS sensors; 0 = neutral-control median | 300,000 compounds, 0.4% hits | AID 2094 | activity change, % at 7.5 µM; in the data active means activity change below about -75%, passing the limit was not always enough; inconclusive means no clear call, values can overlap the other calls;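 further: luminescence divided by OD600 gain over 9 h not by final OD600 alone; inactives centre near 13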
GSK3 alpha inh: inhibitors of human GSK-3 alpha kinase | P49840 | 320,000 compounds, 0.1% hits | inhibition, % at 10 µM | ADP-Glo luminescence, 60 min;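 in the data active means inhibition above about 50%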;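 further: GST-tagged GSK-3 alpha with peptide substrate and 25 µM ATP; 0% = DMSO neutral wells and 100% = GW8510 positive control wells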
Target sequence (P49840 whole entry, looked up): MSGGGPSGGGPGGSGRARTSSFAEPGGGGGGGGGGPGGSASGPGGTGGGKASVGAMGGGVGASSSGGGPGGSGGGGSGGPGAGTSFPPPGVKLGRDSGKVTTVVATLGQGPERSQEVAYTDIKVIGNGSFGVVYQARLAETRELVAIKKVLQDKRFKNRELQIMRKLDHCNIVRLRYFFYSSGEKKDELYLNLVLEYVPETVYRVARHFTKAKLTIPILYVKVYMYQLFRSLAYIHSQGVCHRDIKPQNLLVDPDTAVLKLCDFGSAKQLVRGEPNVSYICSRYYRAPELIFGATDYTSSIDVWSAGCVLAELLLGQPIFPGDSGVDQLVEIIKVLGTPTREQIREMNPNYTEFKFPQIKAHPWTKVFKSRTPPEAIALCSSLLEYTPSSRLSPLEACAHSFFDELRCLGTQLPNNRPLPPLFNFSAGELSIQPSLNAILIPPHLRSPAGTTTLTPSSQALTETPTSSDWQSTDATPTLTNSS
HSF1 inhib: HSF1 inhibition | NIH3T3-HGL HSE-luciferase, MG132-induced, luminescence 8 h; active compounds read low | AID 2098 | activity change, negative = inhibition, % at 7.5 µM (by protocol) | 300,000 compounds, 0.77% hits;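 active means more than half of replicate wells show activity change below -50%, luminescence cut by over half; inconclusive means some wells, but at most half, below -50%; inactive means no replicate well below -50%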;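 further: luciferase reports HSF-1 transcriptional activity via heat shock element; 0% = median of DMSO wells and -100% = zero luminescence signal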
GSK3B inh: blocks human GSK3beta kinase activity | P49841 | GST-GSK3beta kinase, ADP-Glo luminescence, 60 min; active compounds read low | activity score (negative = inhibition), % at 10 µM | 300,000 compounds, 0.038% hits | AID 2097;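 active means more than half of replicate wells score below -50%, meaning over 50% inhibition versus plate controls; inconclusive means some replicates but at most half score below -50%; inactive means no replicate scores below -50%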;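 further: 0% = median DMSO wells and -100% = median GW8510 positive control wells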
Target sequence (P49841 whole entry, looked up): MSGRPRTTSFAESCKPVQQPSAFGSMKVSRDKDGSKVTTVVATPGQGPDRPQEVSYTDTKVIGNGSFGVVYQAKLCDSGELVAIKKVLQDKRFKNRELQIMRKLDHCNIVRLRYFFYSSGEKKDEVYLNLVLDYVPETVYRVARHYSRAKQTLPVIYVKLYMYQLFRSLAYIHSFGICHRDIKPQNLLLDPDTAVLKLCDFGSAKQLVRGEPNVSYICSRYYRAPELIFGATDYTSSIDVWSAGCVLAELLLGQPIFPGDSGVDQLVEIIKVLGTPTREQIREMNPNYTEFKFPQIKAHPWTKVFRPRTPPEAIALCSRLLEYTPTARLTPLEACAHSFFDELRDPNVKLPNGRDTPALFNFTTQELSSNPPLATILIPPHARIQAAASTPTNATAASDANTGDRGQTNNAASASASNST
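Assay system: GST-fused GSK3beta enzyme, cell-free / Medium: Tris pH 7.5 buffer with MgCl2, DTT, BSA, heparin / Also added: peptide substrate plus 25 µM ATP (final) / Compound: 10 µM single point / Timing: kinase reaction with compound 60 min at room temperature / Detection: ADP-Glo luminescence / Benchmarks: DMSO neutral wells and GW8510 at 20 µM as positive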
HIF activator: HIF pathway transcriptional activation; U2OS HRE-luciferase reporter, luminescence; normalized: DMSO 0%, desferrioxamine 100%; 300,000 compounds, 0.32% hits; activation, % at 7.5 µM (by protocol);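 active means mean activation of at least 10% of the iron chelator positive control signal, with at least half of replicates also reaching 10%; inconclusive means mean and replicate majority disagree about reaching 10%; inactive means mean and most replicates under 10%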
aSyn 5UTR inh: MLPCN primary screen, SNCA 5' untranslated region | alpha-synuclein 5'UTR reporter, inhibitor activity | inhibition, % (tested at 7.5 µM) | 300,000 compounds, 0.82% hits | AID 1813; in the data active means inhibition above about 60%; inconclusive means no clear call, values can overlap the other calls;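 further: H4 neuroglioblastoma cells stably carrying SNCA 5'UTR luciferase fusion; 0% = DMSO wells and 100% = positive control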
IEC-6 cytotox: IEC-6 cytotoxicity, counter-screen for KLF5 inhibitors. inhibition, % at 5 µM. luminescence viability. 290,000 compounds, 0.78% hits; in the data active means inhibition above about 22%;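 further: 0% = plate median of test compound wells and 100% = cytotoxic reference compound wells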
KLF5 inh: suppresses KLF5 promoter-driven expression; DLD-1 KLF5 promoter-luciferase reporter, luminescence; inhibition, % at 5 µM; 290,000 compounds, 0.23% hits;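 active means inhibition above a per-plate limit of that plate's mean compound inhibition plus 3 SD, cut at about 60% in these data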;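 further: 0% = DMSO wells and 100% = LY294002 at 200 µM; higher means less KLF5 promoter-driven luciferase light; inactives centre near -14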
The depositor's hits bear a star; ? = inconclusive; . = not tested or not shown. Rows are unselected; any-hit rate near 4.7%.

Under each structure: HSP90 inh	HSF-1 act	AI-2 QS modul	GSK3 alpha inh	HSF1 inhib	GSK3B inh	HIF activator	aSyn 5UTR inh	IEC-6 cytotox	KLF5 inh
OCCC1CN(CCCn2cccn2)CCN1C1CCCCC1 (stereo unspecified)
→ -1	2	1	.	-5	0	0.0	-25	0	-21
COc1ccc(/C=C/C(=O)OCC(=O)NCc2cccs2)cc1OC
→ 0	-9	13	-2	-9	-5	0.1	22	5	0
Cc1ccc(Nc2cc(C)nn2-c2nc(C)cc(C)n2)cc1
→ 3	-23	17	1	-1	5	-0.4	30	30*	24
COc1ccc(C(=O)OCC(=O)NCC2CCCO2)cc1S(=O)(=O)N1CCCc2ccccc21 (stereo unspecified)
→ 0	8	3	-2	0	2	0.2	4	-2	-19
Cn1c(=O)n(-c2cccc(Cl)c2)c(=O)c2c3c(sc21)COC(C)(C)C3
→ -2	27	9	-1	-10	-1	0.0	14	6	11
O=C(O)[C@H](Cc1ccccc1)NC(=O)N1CCOCC1
→ 4	-7	22	-4	-8	-7	0.2	-14	5	4
Cc1cc(CNC(=O)c2cccnc2Cl)c2ccccc2n1
→ -1	-6	13	-2	-8	1	0.2	19	7	-3
CCOc1ccc(S(=O)(=O)N2CCCC(C(=O)NCC3CCCO3)C2)cc1 (stereo unspecified)
→ -3	-4	18	1	2	-3	-0.3	-15	-1	-25
Cc1noc(C)c1S(=O)(=O)N1CCC2(CC1)OCCO2
→ 0	7	18	-3	-1	-24	0.0	9	0	-19
CNC(=S)N(Cc1ccco1)Cc1cc2cc3c(cc2[nH]c1=O)OCCO3
→ 3	11	23	-1	14	3	0.0	4	-2	-42
CC1CCC(NC(=O)CCS(=O)(=O)c2ccc3c(c2)NC(=O)C(C)S3)CC1 (stereo unspecified)
→ -4	32	.	-1	8	-21	0.9	-2	-6	-47
CCCC12CN3CCN(CC(C3)/C1=N\NC(=O)c1ccccc1Cl)C2
→ 2	6	-20	-1	-2	2	0.2	19	-4	-20
Cc1ccsc1/C=N/NC(=O)Cc1ccc(Cl)cc1
→ 8	2	-9	3	-3	-2	-0.1	-9	4	-26
COc1cc(/C=C(\NC(C)=O)C(=O)N2CCCCC2)ccc1OC(C)=O
→ -1	-35	4	2	-19	-3	0.0	-30	6	-22
NC(=O)CC(NC(=O)Cc1ccc(Br)cc1)c1ccc(NCC2CC2)c([N+](=O)[O-])c1 (stereo unspecified)
→ .	-3	4	-6	0	2	1.2	17	.	.
COc1ccc(C(=O)O/N=C(\N)c2ccccc2)cc1
→ 25*	-45	2	32	-46	1	-1.4	-82	2	-130
CSc1ccc(OC2CCCCC2NS(=O)(=O)c2ccc(Cl)cc2)cc1 (stereo unspecified)
→ 2	12	-3	-2	4	-5	0.2	3	-2	0
COc1ccc(C2C(C#N)=C(N)OC3=C2C(=O)CC(C)(C)C3)c([N+](=O)[O-])c1OC (stereo unspecified)
→ -5	14	12	1	3	-3	0.0	-4	3	-28
Cc1ccc(C)c(S(=O)(=O)Nc2ccc(C(=O)N3CCC3)cc2)c1
→ .	-7	.	0	0	.	-0.1	-10	.	.
Cc1ccc(S(=O)(=O)N2CCCC2CNC(=O)C(=O)NC2CC2)cc1 (stereo unspecified)
→ .	-7	-4	0	0	3	0.7	-13	.	.
CC1CCCN(CCSc2ccc(Cl)cc2)C1 (stereo unspecified)
→ -5	10	12	-1	-2	1	0.0	-15	0	-33
CCOC(=O)c1[nH]c(C)c(C(=O)Nc2ccc(C)cc2C)c1C
→ 0	-14	12	-2	-17	-2	-0.4	-28	51*	38
COc1ccc(OC)c(NC(=O)C2CCCCC2C(=O)O)c1 (stereo unspecified)
→ -2	-3	12	-1	-3	-1	-0.3	-9	-6	-19
CCN(CC)S(=O)(=O)c1cccc(NC(=O)CN(C)Cc2cccc(OC)c2)c1
→ -3	2	-3	1	-6	4	0.1	10	-9	0
O=C(NCc1cccnc1)C1c2ccccc2C(=O)N1C1CCCCCCC1 (stereo unspecified)
→ -3	1	26	1	2	-1	0.3	-14	0	-18
CCOC(=O)C1=C(N)N2C(=O)C(C)SC2=C(C(=O)OCC)C1c1cc(OC)c(OC)c(OC)c1 (stereo unspecified)
→ 3	-2	15	2	3	-1	-0.2	2	26*	-1
Cc1nc(N2CCN(c3ccccc3)CC2)[nH]c(=O)c1Cc1cccc2ccccc12
→ 3	0	25	-1	-3	0	-0.1	3	6	-7
COc1ccc(NC(=S)N2CCCCCC2)cc1OC
→ 5	29	54	0	15	1	2.8	-35	2	0
Cc1cc(C)c2c(=O)n(CC(=O)N3CCC(Cc4ccccc4)CC3)sc2n1
→ 0	15	9	.	0	3	-0.1	-8	-5	-30
Cc1cc(N2C(=O)CC(Cc3ccccc3)C2=O)no1 (stereo unspecified)
→ -3	-9	35	1	-1	-2	-0.1	6	1	17
CCOC(=O)Cc1csc(NC(=O)CCc2ccccc2)n1
→ 0	3	11	-2	0	-3	-0.2	9	-1	-7
CCOC(=O)C(C(=O)Nc1nccs1)C1CCCCC1 (stereo unspecified)
→ 9	-4	-6	-1	-3	1	-0.5	22	2	10
O=C(NCc1ccccc1F)C1CCCN(C(=O)Nc2ccc(F)cc2)C1 (stereo unspecified)
→ 0	5	34	-2	-1	2	0.1	-3	-6	-2
Cc1csc(NC(=O)CSc2nc(=O)[nH]c3c2CCCC3)n1
→ -7	3	26	-3	18	1	1.1	-18	-3	-17
Cc1nc(=O)c(-c2ccccc2)c(C)n1-c1ccccc1Cl
→ .	-2	15	1	4	2	-0.1	-4	.	.
CCOc1ccc(CNC2CCCCCCC2)cc1OC
→ -5	-5	-16	-2	-2	0	0.8	1	-10	-6
COc1ccc(/C=N/S(=O)(=O)c2ccccc2)cc1OC
→ -2	-7	9	0	-4	0	0.5	0	-3	-16
COc1ccc(C(=O)C[n+]2ccc(-c3nnc4n3CCC4)cc2)cc1
→ 1	2	29	-1	-6	6	-0.4	26	-4	-5
COc1ccc(C(=O)Nc2c3c(nn2C(C)(C)C)CS(=O)(=O)C3)cc1OC
→ 0	23	17	-2	7	4	0.1	-4	-2	-56
Cc1sc(NC(=O)C2CCCCC2C(=O)O)c(C(N)=O)c1-c1ccccc1 (stereo unspecified)
→ 5	-2	12	0	5	-1	2.4	-61	-2	-134
Cc1nnc(N(C)C(=O)c2ccccn2)s1
→ -2	-16	-7	0	0	-2	-0.1	8	-6	-12
CC1CCN(C(=O)Nc2ccc3nsnc3c2)CC1
→ 3	57*	20	1	23	-1	.	-126	-1	-86
CCN(CC)S(=O)(=O)c1ccc(N2CCOCC2)c(NS(=O)(=O)c2cc(C(C)(C)C)ccc2C)c1
→ 3	7	20	-2	3	7	-0.4	0	0	-16
CC(=O)Nc1ccc(NC(=O)C2CCN(C(=O)c3cccs3)CC2)cc1
→ -1	-7	2	6	9	0	0.0	-10	-2	-6
Cc1ccc2cc(/C=N/NC(=O)c3ccccc3O)c(Cl)nc2c1
→ 9	-10	8	5	-1	3	-0.2	-25	9	15
CCN(C(=O)c1cc2ccccc2oc1=O)c1ccccc1
→ -1	38	18	0	26	-17	2.4	-124	2	-119
COC(=O)NCC(c1cccnc1)N1CCN(c2ccccc2OC)CC1 (stereo unspecified)
→ 3	0	21	-3	-7	3	-0.1	-17	5	-4
COc1ccc(OC)c(NC(=O)c2sc3nc(C)cc(C)c3c2N)c1
→ 3	4	10	0	3	1	-1.0	-25	9	-24
CN1C/C(=C\c2ccc(N3CCOCC3)cc2)C(=O)/C(=C/c2ccc(N3CCOCC3)cc2)C1
→ -4	133*	16	-1	67	-2	1.2	-427	-5	-8
COc1ccccc1N(CC(=O)NCCc1ccccc1)C(=O)CCC(=O)Nc1cc(C)ccn1
→ 1	-7	15	2	-5	-3	-0.1	20	2	-12
Cc1ccc(S(=O)(=O)N(C)CCCC(=O)Nc2cccc3ccccc23)cc1
→ -6	20	13	3	15	0	0.1	-8	-1	-30
O=C(CCc1nc2ccccc2s1)OCC(=O)N1CCN(C(=O)c2ccco2)CC1
→ 0	-2	5	8	2	1	0.2	-3	7	2
O=C(Cn1nnc(-c2ccncc2)n1)Nc1ccc2c(c1)CCC2
→ 5	0	-24	-3	-3	2	-13	6	3	-28
CC(C)OCCCNS(=O)(=O)c1ccc2c(c1)OCCO2
→ 0	-3	53	-2	-15	7	-1.2	-8	2	-10
CC1=C(C(=O)OCc2ccc(C)cc2)C(c2ccc(O)c([N+](=O)[O-])c2)NC(=O)N1 (stereo unspecified)
→ 2	25	13	3	1	-1	-0.2	-1	-5	-8
Cc1cccc(C(=O)Nc2ccc(S(=O)(=O)N3CCOCC3)cc2C)c1
→ 3	8	10	-1	3	4	-1.0	9	2	-25
Cc1cccc(NC(=O)c2ccc(Cl)c(S(=O)(=O)N3CCCCC3)c2)n1
→ .	16	13	-2	6	-6	3.3	-79	.	.
COc1ccc(CN2CCN(Cc3cc4ccccc4o3)CC2CCO)c(F)c1 (stereo unspecified)
→ 0	2	-5	-1	-2	0	0.0	4	-5	-55
COc1ccc(CNC(=O)[C@H](Cc2ccccc2)NC(=O)C2CCNCC2)cc1
→ 0	-4	28	1	-2	2	0.3	-23	-5	-15
CCNC(=S)N/N=C/c1ccc(C#N)cc1
→ 0	31	33	0	2	0	0.1	13	-2	-20

Remaining list, next part:
Under each structure: HSP90 inh	HSF-1 act	AI-2 QS modul	GSK3 alpha inh	HSF1 inhib	GSK3B inh	HIF activator	aSyn 5UTR inh	IEC-6 cytotox	KLF5 inh
CC(C)c1ccc(OCC(=O)NC2CCCC2)cc1
→ 2	?	-25	0	31	-8	0.1	-14	-2	-8
CC(C)(C)C(=O)CC1(O)C(=O)N(Cc2ccccc2)c2ccccc21 (stereo unspecified)
→ 2	4	-2	-2	-7	1	-0.7	-4	6	-7
C=CCc1ccc(OCCCCCN2CCOCC2)c(OC)c1
→ 2	-28	19	-3	-8	0	0.2	21	-4	-14
CSCC(=O)N1CCCC(CNC(=O)c2ccccc2Cl)C1 (stereo unspecified)
→ 1	-6	33	-1	-6	-2	0.4	-11	-10	-55
CCN=C1SC(CC(=O)Nc2ccccc2)C(=O)N1CC (stereo unspecified)
→ -3	17	3	1	3	6	0.1	2	-1	-2
CCOc1ccccc1NC(=O)c1ccccc1NC(=O)c1ccco1
→ -2	32	15	-1	14	10	-7.0	21	6	-10
CC(C)C(NC(=O)c1ccc(Cl)cc1)C(=O)NCC1CCCO1 (stereo unspecified)
→ -5	-6	8	-1	-3	-1	-0.7	-3	-1	6
COc1ccc2[nH]c3c(c2c1)CC(C)NC3=O (stereo unspecified)
→ -1	-38	23	0	-35	-1	4.4	-1	-4	-34
